FLuc inh counter – inhibits firefly luciferase, flagging false hits in luciferase inhibition screens; inhibition, % at 10 µM; AID 1006; ATPLite firefly luciferase biochemical luminescence, 10 min; actives 1.5% (n = 200,000); P08659;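 active = inhibition above about 50% when tested at 10 µM, limit read from the data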
Target sequence (P08659 whole entry, looked up): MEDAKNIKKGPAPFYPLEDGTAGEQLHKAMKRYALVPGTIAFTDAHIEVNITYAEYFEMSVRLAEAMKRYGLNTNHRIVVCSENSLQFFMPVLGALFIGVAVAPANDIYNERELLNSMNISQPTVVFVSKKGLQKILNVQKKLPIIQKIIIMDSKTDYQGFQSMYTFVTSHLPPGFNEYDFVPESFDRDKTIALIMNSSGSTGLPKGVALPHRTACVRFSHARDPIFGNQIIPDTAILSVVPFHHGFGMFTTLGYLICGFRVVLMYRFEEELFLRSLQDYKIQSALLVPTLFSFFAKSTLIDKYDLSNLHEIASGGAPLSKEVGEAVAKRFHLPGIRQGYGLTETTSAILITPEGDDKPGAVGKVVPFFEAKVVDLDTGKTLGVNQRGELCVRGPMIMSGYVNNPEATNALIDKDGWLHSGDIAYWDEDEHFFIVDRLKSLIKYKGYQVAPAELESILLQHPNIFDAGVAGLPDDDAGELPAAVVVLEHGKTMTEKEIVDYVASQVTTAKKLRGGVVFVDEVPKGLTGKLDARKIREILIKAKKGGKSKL
APP 5'UTR act – APP 5'UTR luciferase reporter activation | SH-SY5Y APP 5'UTR luciferase reporter, luminescence; zero percent = DMSO vehicle wells | activation, % at 2 µM | actives 1% (n = 190,000);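 active = activation above a set limit, based on mean plus 3 SD of controls, cut at about 140% in these data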; also: values of inactives mirror those of a sister screen read the other way
TLR4-MyD88 BLA – blocks binding of human TLR4 to MyD88; O00206+Q99836; HeLa CL3-4 TLR4/MyD88 BLA complementation, FRET ratio; inhibition, % at 8.4 µM; actives 0.18% (n = 200,000); AID 861; in the data active = inhibition above about 25%;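 also: 0% = vehicle and 100% = reference inhibitor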
STAT1 act – activators of IFN-gamma induced STAT1 signaling; NIH 3T3 STAT1-luciferase reporter, luminescence; 100% = IFN-gamma alone, no compound; activation (% of control), % at 5.5 µM; actives 2.6% (n = 200,000);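 active = activation above the screen-wide mean activation plus 3 SD, cut at about 130% in these data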;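 also: raw ratio to IFN-gamma control signal so 100% means no change and 0% no light; values of inactives mirror those of a sister screen read the other way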
APP transl inh – APP translation inhibition | AID 1285 | actives 0.82% (n = 190,000) | SH-SY5Y APP 5'UTR-luciferase reporter, luminescence | inhibition, % at 2 µM;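 active = inhibition above a set limit, derived from the sample mean plus 3 SD, cut at about 45% in these data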; also: values of inactives mirror those of a sister screen read the other way
Diaph act CS – activates diaphorase or chemically reduces, flagging diaphorase assay artifacts; Diaphorase/resazurin coupled assay, resorufin fluorescence, 16 min; hits give high values; 1 = vehicle wells, 0 = NADH-free wells; activation factor at 20 µM; actives 0.005% (n = 190,000); AID 1229;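 active = diaphorase activity raised at least twofold by the compound at 20 µM; inactive = activation factor below 2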
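Test system: Clostridium kluyveri diaphorase, purified enzyme. Buffer or medium: 50 mM HEPES pH 7.4 buffer plus MgCl2 and Tween 20. Also added: 0.114 mM NADH and 0.1 mM resazurin, final amounts. Dosing: compound 20 µM once, DMSO 1%. Schedule: 16 min enzyme reaction, ambient temperature. Detection: fluorescence of resorufin, 544 nm excitation, 590 nm emission.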
Diaphorase inh – inhibits diaphorase or chemically oxidizes, flagging diaphorase assay artifacts | actives 0.69% (n = 190,000) | inhibition, % at 20 µM | diaphorase resazurin-to-resorufin fluorescence, NADH, 16 min; bacterial (C. kluyveri) enzyme, not human | AID 1217;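 active = primary screen inhibition at 20 µM above a set limit, cut at about 50% in these data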;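 also: plate controls were DMSO with full reaction for no effect and wells lacking NADH for full effect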
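Test system: diaphorase enzyme from Clostridium kluyveri; amount: diaphorase at 0.14 U/mL in enzyme working solution; detection: fluorescence of resorufin formed from resazurin, Ex 544/Em 590 nm; times: reaction incubation of 16 min at room temperature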
G6PDH counter – L. mesenteroides G6PDH inhibition counter-screen; actives 0.12% (n = 200,000); Purified L. mesenteroides G6PDH, diaphorase/resazurin coupled fluorescence, 45 min; inhibition, % at 5 µM; in the data active = inhibition above about 50%
NF-kB expr up – NF-kB expression increase, human neuronal cells. NF-kB reporter expression; hits give high values. fold change at 12.5 µM. actives 1.6% (n = 190,000); in the data active = fold change above about 3.3
FLuc act counter – affects firefly luciferase, flagging false hits in luciferase stimulation screens; P08659; ATPlite luciferase biochemical, luminescence, 10 min; 0 = ATP-free wells, 1 = DMSO control; activation factor at 10 µM; 200,000 tested, under 10 active; AID 1027;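 active = luciferase activation factor, scaled between plate controls, of at least 2 with compound at 10 µM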
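Material: Luciferase/luciferin reagent mix | Doses: Test compounds dosed from 2 mM stocks in 100% DMSO | Timing: 10 min incubation after luciferase reagent addition, room temperature | Measured by: Luminescence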
An asterisk follows results filed as active; / = no result given. No enrichment for hits (roughly 5.6% active in at least one column).

no.	canonical_smiles	FLuc inh counter	APP 5'UTR act	TLR4-MyD88 BLA	STAT1 act	APP transl inh
1	c1cnc2c(c1)ncc1cscc12	-4	-9	-4	100	9
2	CCOC(=O)CC(=O)CSC1=C(C#N)C(c2ccccc2OC)CC(=O)N1 (stereo unspecified)	-4	0	-7	98	0
3	COc1ccccc1-n1c(C)nnc1SCC(N)=O	-2	-4	3	105	4
4	COCCCn1c(=N)c(C(=O)NCC2CCCO2)cc2c(=O)n3ccccc3nc21 (stereo unspecified)	-1	3	-5	104	-3
5	CCCS(=O)(=O)N1CCN(c2ccccn2)CC1	-5	-11	-3	108	11
6	Cc1ccn2c(Nc3ccccc3C)c(-c3ccccn3)nc2c1	-5	-28	-8	105	28
7	C/C(=N/NC(=O)c1cc(C(C)C)[nH]n1)c1cccs1	70*	108	2	102	-108
8	CCOc1cc(N2CCOCC2)c(OCC)cc1NC(=O)CN1C(=O)NC(C)(C2CC2)C1=O (stereo unspecified)	-2	-2	-15	100	2
9	N#C/C(=C/c1ccc(-c2ccc(S(N)(=O)=O)cc2)o1)c1nc2ccccc2s1	1	14	46*	104	-14
10	CCN1C(=O)c2cccc3c(S(=O)(=O)Nc4ccccc4)ccc1c23	-7	11	-12	81	-11
11	COc1ccc2[nH]c(=O)c(C(c3nnnn3CC3CCCO3)N3CCCCC3)cc2c1 (stereo unspecified)	-6	-15	-10	100	15
12	Cc1ccc(NC2=CC(=O)CC(C)(C)C2)c(N)c1	-2	69	-4	96	-69
13	COc1ccc(Oc2nc(C)cc(C)c2C#N)cc1	-7	-7	9	102	7
14	Cc1cccc(C(=O)OCC(=O)NCC(C)C)c1O	-5	-14	9	111	14
15	O=C(/C=C/Nc1cccc(O)c1)c1ccccc1	95*	184*	7	95	-184

no.	Diaph act CS	Diaphorase inh	G6PDH counter	NF-kB expr up	FLuc act counter
1	0.9	13	7	1.2	1
2	0.9	14	8	0.93	1
3	0.9	15	-6	1.1	1
4	1	2	6	1.2	1
5	0.9	5	-3	0.97	1.1
6	0.9	9	20	0.72	1.1
7	1	2	8	3.4*	0.3
8	1	1	15	/	1
9	0.9	15	-27	0.41	1
10	1	2	17	1.7	1.1
11	0.8	18	10	1.1	1.1
12	1	-5	8	1.1	1
13	0.8	16	21	1.1	1.1
14	0.9	6	2	1.2	1.1
15	0.9	14	2	6.3*	0.1

Additional records follow.
no.	canonical_smiles	FLuc inh counter	APP 5'UTR act	TLR4-MyD88 BLA	STAT1 act	APP transl inh
16	Cc1cc(C(F)F)n2nc(C(=O)Nc3sc4c(c3C#N)CCC(C)C4)nc2n1 (stereo unspecified)	-2	0	16	100	0
17	Cc1nc(C)c(-c2ccccc2)c(=O)[nH]1	-2	-11	-6	98	11
18	CCOC(=O)c1sc2ncn(/N=C/c3ccc(O)cc3)c(=O)c2c1C	-6	-17	-21	126	17
19	Cc1nn(-c2ccccn2)c2nc(-c3cccs3)cc(C(=O)N3CCOCC3)c12	-4	35	13	94	-35
20	CC(C)(C)C1CC=C2C(C#N)=C(N)C(C#N)(C#N)C(c3cccs3)C2C1 (stereo unspecified)	-5	20	6	97	-20
21	Cc1ccc(-c2nc3sc(C(N)=O)c(N)c3c3c2CCCC3)cc1	-3	-6	9	100	6
22	S=C(NC1CCCCC1)c1ccc2c(c1)OCO2	29	3	-1	112	-3
23	COc1ccc(N2C(=O)CCC(C(=O)c3ccccc3)=C2C)cc1	-7	-2	4	96	2
24	Cc1ccc(SCC(=O)N2N=CCC2c2ccccc2)cc1 (stereo unspecified)	-3	-7	1	104	7
25	Cc1ccc(Nc2nnc(SCC(=O)NCCN3C(=O)CSC3=O)s2)cc1C	82*	26	-3	117	-26
26	CC1CCN(C(=O)c2ccc(NS(C)(=O)=O)cc2)CC1	-9	5	-8	103	-5
27	O=C(Cc1ccc([N+](=O)[O-])cc1)Nc1ccc2c(c1)OCO2	-4	7	0	110	-7
28	Cc1cccc(NC(=S)NCc2ccc3[nH]c4c(c3c2)CCCC4)c1	-4	-4	-1	107	4
29	Cc1cc(NC(=O)CC(F)(F)F)n(-c2ccccc2)n1	-6	0	-1	92	0
30	CC(=O)c1ccc(-n2nnnc2SCC(=O)N2CCc3ccccc3C2)cc1	-3	-19	1	99	19

no.	Diaph act CS	Diaphorase inh	G6PDH counter	NF-kB expr up	FLuc act counter
16	0.8	18	1	1.1	1
17	0.8	22	3	0.99	1
18	1	4	-2	1.2	1.1
19	0.8	16	6	0.87	1
20	0.8	24	7	/	1.1
21	0.8	18	13	0.4	1
22	0.9	5	4	1.7	0.7
23	0.9	8	0	1.1	1.1
24	0.9	6	8	1.2	1
25	0.8	18	-28	1.6	0.2
26	0.9	8	-4	1.2	1.1
27	0.9	13	8	1.1	1
28	0.9	13	12	0.76	1
29	1	2	4	1.4	1.1
30	0.9	12	-2	1.1	1

Reformatted with bars between the fields: entries from further up.
cpd | smiles | FLuc inh counter | APP 5'UTR act | TLR4-MyD88 BLA | STAT1 act | APP transl inh | Diaph act CS | Diaphorase inh | G6PDH counter | NF-kB expr up | FLuc act counter
21 | Cc1ccc(-c2nc3sc(C(N)=O)c(N)c3c3c2CCCC3)cc1 | -3 | -6 | 9 | 100 | 6 | 0.8 | 18 | 13 | 0.4 | 1
22 | S=C(NC1CCCCC1)c1ccc2c(c1)OCO2 | 29 | 3 | -1 | 112 | -3 | 0.9 | 5 | 4 | 1.7 | 0.7
23 | COc1ccc(N2C(=O)CCC(C(=O)c3ccccc3)=C2C)cc1 | -7 | -2 | 4 | 96 | 2 | 0.9 | 8 | 0 | 1.1 | 1.1
24 | Cc1ccc(SCC(=O)N2N=CCC2c2ccccc2)cc1 (stereo unspecified) | -3 | -7 | 1 | 104 | 7 | 0.9 | 6 | 8 | 1.2 | 1
25 | Cc1ccc(Nc2nnc(SCC(=O)NCCN3C(=O)CSC3=O)s2)cc1C | 82* | 26 | -3 | 117 | -26 | 0.8 | 18 | -28 | 1.6 | 0.2
26 | CC1CCN(C(=O)c2ccc(NS(C)(=O)=O)cc2)CC1 | -9 | 5 | -8 | 103 | -5 | 0.9 | 8 | -4 | 1.2 | 1.1
27 | O=C(Cc1ccc([N+](=O)[O-])cc1)Nc1ccc2c(c1)OCO2 | -4 | 7 | 0 | 110 | -7 | 0.9 | 13 | 8 | 1.1 | 1

(listing goes on)
no.	canonical_smiles	FLuc inh counter	APP 5'UTR act	TLR4-MyD88 BLA	STAT1 act	APP transl inh
31	CSc1ccc(CN(C)CC(=O)Nc2ccc(NC(C)=O)cc2)cc1	-4	-2	-20	95	2
32	CCNc1nc(Oc2ccc(=O)n(C)n2)nc(N2CCOCC2)n1	-3	2	1	99	-2
33	COc1ccc(OC(C)C(=O)Nc2ccccc2C(F)(F)F)cc1 (stereo unspecified)	-2	-9	-4	101	9
34	COc1ccc(C(=O)NCc2nnc(SCC(=O)Nc3cccc(C(F)(F)F)c3)o2)cc1OC	-3	-5	-1	96	5
35	CC(C)(C)c1nn2cnnc2n(/N=C/c2ccccc2)c1=O	-2	19	1	102	-19
36	COc1ccccc1C(=O)Nc1ccc2c(c1)OCO2	31	91	8	132*	-91
37	COCCn1nnnc1C(c1ccc(Cl)cc1)N1CCSCC1 (stereo unspecified)	-2	14	2	97	-14
38	CCOC(=O)Cn1c2ccccc2c2nc(C)sc21	-5	22	2	99	-22
39	C=C(C)CN1C(=O)C(O)(CC(=O)c2ccc3c(c2)OCCO3)c2ccccc21 (stereo unspecified)	0	-17	9	92	17
40	O=C(NC1CCCC1)c1cccc(Oc2ccccc2)c1	-3	11	8	104	-11
41	CC1CCN(S(=O)(=O)c2cccc(C(=O)Nc3ccccn3)c2)CC1	-6	15	1	100	-16
42	CCOC(=O)c1ccc(N2C(=O)C3C(C2=O)C(C(=O)c2ccc(Cl)cc2)N2CCCC32)cc1 (stereo unspecified)	-7	1	-7	93	-1
43	Cc1ccc(OCCNC(=O)c2ccco2)cc1C	10	-4	-8	118	4
44	CCN1C(=O)c2cccc3c(N)ccc1c23	-4	/	/	/	/
45	c1cncc(N=c2scc(-c3cccc4ccccc34)n2CCCn2ccnc2)c1	-8	5	6	101	-5
46	Cc1c(C(=O)Nc2ccc(Cc3ccncc3)cc2)cccc1[N+](=O)[O-]	-6	-10	-8	87	10
47	CCN(CC)S(=O)(=O)c1ccc(N2CCCC2)c(NS(=O)(=O)c2ccc(OC)cc2)c1	-4	12	-14	97	-12
48	CC(C)(C)NC(=O)CN1CCN(C(=O)CCl)CC1	-8	5	-12	115	-5

no.	Diaph act CS	Diaphorase inh	G6PDH counter	NF-kB expr up	FLuc act counter
31	0.9	10	3	1.1	1
32	0.9	12	4	1.3	1
33	0.9	13	11	1	1
34	0.9	5	6	1.1	1
35	1	-3	6	1.3	1
36	0.9	11	10	2.6	0.7
37	0.9	11	14	1.3	1
38	0.9	9	-2	0.94	1
39	0.9	10	10	1	1
40	0.9	6	1	1.2	1
41	0.9	7	-7	1.6	1.1
42	0.8	20	3	0.66	1.1
43	0.8	22	2	1.3	0.9
44	0.4	57*	-31	/	1
45	0.9	14	1	0.5	1.1
46	0.9	6	4	0.92	1.1
47	0.7	27	7	0.98	1
48	0.9	6	3	1.2	1.1

Screening results (PubChem BioAssay)
